GPR55 LPI antagonism – GPR55 antagonists blocking LPI-driven arrestin recruitment, primary screen, imaging, U2OS, beta-arrestin-GFP, LPI agonist (AID 2013). U2OS GPR55 beta-arrestin-GFP translocation imaging, LPI antagonism; higher % means a stronger effect. inhibition, % at 10 µM, or IC50 in µM where a hit was titrated. 290,000 tested, 0.13% active;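 active = spots per cell inhibited over 60%, with over 100 cells counted and total cytoplasm intensity under 500,000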;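 note: U2OS cells stably carrying GPR55 and arrestin-GFP stimulated by 5 µM LPI near EC80; imaged beta-arrestin-GFP aggregate spots per cell after agonist stimulation; plate controls were LPI-stimulated DMSO wells for no effect and DMSO wells without LPI for full effect; some results filed as inactive read as strong as hits; confirmed hits need IC50 under 10 µM and bright autofluorescent wells are also inconclusive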
KOR beta-arrestin-1 – KOR antagonists, beta-arrestin recruitment, cell-based, luminescence, uHTS (AID 1778); KOR beta-arrestin recruitment, luminescence, antagonist mode; higher % means a stronger effect; inhibition, % at 10 µM, or IC50 in µM where a hit was titrated; 290,000 tested, 0.091% active; note: strong numbers were not always called active
T cell HTS – T cell immune modulators affecting CD8 T cell-vesicle binding | calls only at 7 µM | 330,000 tested, 0.068% active | 2C CD8+ T cell-vesicle binding, flow cytometry; stronger effect = lower value;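 active = response, share of CD8 T cells binding vesicles, and their 90th percentile fluorescence all below set limits, cut at about 80% in these data, passing the limit was not always enough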
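Benchmarks: naked versus QL9-loaded vesicles / Assay system: purified 2C TCR transgenic mouse naive CD8+ T cells / Technique: high-throughput flow cytometry with anti-B7-1 and anti-CD8 staining / Timing: Cell–vesicle co-incubation 1.5 h at 37 °C, staining 20 min on ice / Read-out: percent CD8+ FL2 mean versus row control / Probe or stimulus: QL9-loaded Drosophila micro-vesicles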
KOR beta-arrestin-2 – KOR agonists, beta-arrestin recruitment, primary screen, cell-based, luminescence, uHTS (AID 1777) | KOR beta-arrestin recruitment, luminescence; higher % means a stronger effect | activation, % at 10 µM, or EC50 in µM where a hit was titrated | 280,000 tested, 0.02% active; in the data active = activation above about 50%, passing the limit was not always enough; note: a part of the inactive calls stands beside numbers as strong as those of hits
Myeloid diff 2 – compounds promoting myeloid differentiation; ER-HoxA9 myeloid progenitors, lysozyme-GFP differentiation, flow cytometry; calls only at 10 µM; 360,000 tested, 1% active; AID 624256;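 active = normalized GFP-positive differentiation at or above the plate's own cutoff, the solvent-only control mean plus 3 SD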;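 note: cells exposed to compound for four days before flow analysis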
NTR1 agonist – NTR1-driven beta-arrestin-GFP spot formation – imaging, U2OS cells, high content, primary screen (AID 493036); activation, % at 20 µM; 330,000 tested, 0.17% active; agonist mode;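 active = activation at or above 40% of the spot to cytoplasm intensity ratio, with at least 20 cells analyzed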;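 note: 0% = DMSO without peptide and 100% = 100 nM NTR1 peptide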
Target sequence (P30989 whole entry, looked up): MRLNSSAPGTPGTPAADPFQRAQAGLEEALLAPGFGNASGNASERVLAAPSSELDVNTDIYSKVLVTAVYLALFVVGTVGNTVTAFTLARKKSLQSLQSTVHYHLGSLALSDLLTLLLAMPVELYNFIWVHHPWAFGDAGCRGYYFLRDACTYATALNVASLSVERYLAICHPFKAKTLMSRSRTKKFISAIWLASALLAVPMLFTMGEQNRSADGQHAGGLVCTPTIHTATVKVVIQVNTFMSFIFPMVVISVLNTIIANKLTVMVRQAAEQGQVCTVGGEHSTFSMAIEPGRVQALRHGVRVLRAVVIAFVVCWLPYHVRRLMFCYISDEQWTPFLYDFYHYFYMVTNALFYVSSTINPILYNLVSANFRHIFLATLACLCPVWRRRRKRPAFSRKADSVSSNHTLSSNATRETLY
GPR55 beta-arrestin – selective activators of receptor GPR55 – imaging, U2OS cells, beta-arrestin-GFP redistribution, primary screen (AID 1961) | activation, % at 10 µM; hits with a dose series show EC50 in µM | U2OS GPR55 beta-arrestin-GFP redistribution imaging; higher % means a stronger effect | 290,000 tested, 0.048% active;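 active = activation above 40% with more than 50 cells counted in the well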;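 note: U2OS osteosarcoma cells stably expressing GPR55 and beta-arrestin-GFP; plate controls were DMSO negative control for no effect and LPI positive control for full effect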
NOD2 inhibition – inhibition of NOD2-driven NF-kB reporter – cell-based, luminescence, uHTS, HEK293 (AID 1566); HEK293 NOD2/NF-kB luciferase reporter, luminescence; higher % means a stronger effect; inhibition, % at 4 µM, or EC50 in µM where a hit was titrated; 290,000 tested, 0.63% active; note: many of its hits are not listed in these tables
NOD1 NF-kB reporter – NOD1 signaling inhibitors, primary screen, cell-based, luminescence, uHTS (AID 1578); NOD1-driven NF-kB luciferase reporter cells, luminescence; higher % means a stronger effect; inhibition, % at 4 µM, or EC50 in µM where a hit was titrated; 290,000 tested, 1% active; in the data active = inhibition mostly above about 36%, no sharp cut-off; inactive = mostly below about 34%;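 note: HEK-293T reporter cells stimulated with the NOD1 agonist gamma-tri-DAP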
T cell HTS vesicle-bound % – also measured in T cell HTS; calls as there; double positive events, %; measured here: CD8+ vesicle-bound cell fraction;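 binding gate set so that unloaded-vesicle control wells show 10% double positive cells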
NTR1 agonist cell count 20 µM – second read-out of NTR1 agonist, no call of its own (marks repeat the call); cell count; measured here: cell count, cytotoxicity flag
Myeloid diff 2 GFP+ MAC1+ % – recorded beside Myeloid diff 2, whose call it bears; GFP+ MAC1+ double positive, %; measured here: differentiation confirmed by MAC1 staining
* marks the source's active call; other numbers are inactive results; i = inactive; . = not tested or not shown; [ ] = remark or other dose. Cut-off read from the data, not from the text of the source, unless noted: active = inhibition above about 50%; inactive = the rest.

SMILES | GPR55 LPI antagonism | KOR beta-arrestin-1 | T cell HTS | T cell HTS vesicle-bound % | KOR beta-arrestin-2 | Myeloid diff 2 | Myeloid diff 2 GFP+ MAC1+ % | NTR1 agonist | NTR1 agonist cell count 20 µM | GPR55 beta-arrestin | NOD2 inhibition | NOD1 NF-kB reporter
CCCS(=O)(=O)c1c(S(=O)(=O)CCC)c2cc(-c3ccncc3)ccn2c1C(=O)OC | 8.0% | -17.9% | i | 56.5 | 1.7% | i | 0.2 | 0.2 | 51 | -0.2% | -7.8% | -46.0%
NC(=NC1CCCCC1)c1ccc(Cl)cc1 | -1.4% | -54.8%[20 µM] | i | 36.4 | -1.6% | i | 0.0 | -0.7 | 32 | -0.1% | -1.7% | 14.4%
Cc1cccc2cc(CN(Cc3ccco3)C(=O)c3ccco3)c(=O)[nH]c12 | -1.4% | -9.7% | i | 34.6 | -0.4% | i | 0.8 | 2.4 | 48 | . | 12.1% | -45.6%
Cc1ccc(SCc2[nH]nc3c2C(c2ccco2)C(C#N)=C(N)O3)cc1 (stereo unspecified) | -4.7% | 30.7% | i | 24.6 | -3.8% | i | 11.7 | 14.8 | 52 | -0.1% | -2.0% | -16.9%
CCN1CN=C(NS(=O)(=O)c2ccc(C)cc2)NC1 | 7.9% | -18.2% | i | 62.1 | -4.4% | i | 6.7 | -2.4 | 46 | 0.2% | 6.2% | -22.3%
COC(=O)c1cc(CNC(=O)c2ccccc2Cl)ccc1OC | 8.0% | 15.2% | i | 54.1 | 1.1% | i | 0.7 | 0.6 | 89 | 0.0% | 7.9% | 13.0%
CCCOc1ccc(-c2nc(N)n[nH]2)cc1 | 9.5% | 21.4% | i | 49.3 | -2.9% | i | 0.7 | 0.5 | 72 | 0.3% | -16.7% | 6.1%
CC(C)CC(=O)NC(Nc1ccc([N+](=O)[O-])cc1)C(Cl)(Cl)Cl (stereo unspecified) | 2.5% | 19.7% | i | 52.2 | -0.9% | i | 0.0 | 4.0 | 63 | -0.2% | -2.4% | 2.6%
O=C(N/N=C/c1cccc(O)c1)c1ccccc1O | -11.7% | 21.5% | i | 8.8 | 2.3% | i | 0.3 | -1.1 | 69 | 0.3% | -36.8% | -6.1%
Cc1cc(=O)n2c3c(cccc13)CCC2 | -10.6% | 10.6% | i | 46.6 | 0.1% | i | 1.2 | -1.1 | 52 | -0.2% | 3.1% | -2.8%
Cc1cc(Br)ccc1SCC(=O)OCC(=O)Nc1ccccc1C#N | -1.6% | -6.2% | i | 36.3 | -1.2% | i | 0.6 | 0.4 | 63 | 0.1% | -9.8% | -8.8%
COc1ccc(CC(=O)Nc2sc3c(c2C(N)=O)CCCC3)cc1 | 11.8% | 2.2% | i | 24.6 | -0.3% | i | 0.8 | 4.3 | 71 | -0.1% | 16.3% | -7.8%
CCOC(=O)C1=C(c2ccccc2)OC(N)=C(C#N)C1C1CCCCC1 (stereo unspecified) | -3.6% | 23.2% | i | 50.5 | -5.0% | i | 0.9 | 16.2 | 64 | -0.1% | 10.0% | 32.8%
O=C(CSc1nc2ccccc2[nH]1)Nc1ccc(N2CCOCC2)cc1 | 18.9% | 9.0% | i | 18.0 | -2.7% | i | 0.9 | 0.0 | 62 | -0.1% | 15.5% | -24.9%
Cc1cccc(N2CC(C(=O)Nc3ccc4c(c3)OCCO4)CC2=O)c1C (stereo unspecified) | -0.5% | -15.9% | i | 21.5 | -3.6% | i | 0.7 | 0.4 | 57 | 0.2% | 2.9% | -27.4%
Cc1ccc(Br)cc1S(=O)(=O)N1CCN(c2ccccc2)CC1 | -3.7% | -12.8% | i | 53.4 | -2.4% | i | 0.7 | 5.4 | 49 | -0.1% | -6.3% | -1.7%
CN(C)C(=S)SCC(=O)NCc1ccc(F)cc1 | 0.1% | -7.3% | i | 48.5 | 4.9% | i | 0.1 | -0.8 | 62 | -0.3% | -27.1% | -35.9%
O=c1[nH]c(C2CCN(S(=O)(=O)c3ccccc3F)CC2)nc2c1nnn2Cc1ccc(OC(F)(F)F)cc1 | 9.4% | -15.8% | i | 2.6 | -1.0% | i | 2.1 | 27.9 | 56 | -0.1% | -13.4% | -2.3%
CCOC(=O)c1sc2nc(SCC#N)n(CCCN3CCCC3=O)c(=O)c2c1C | 10.7% | -24.5% | i | 58.5 | -1.6% | i | 3.0 | 4.9 | 84 | -0.1% | 20.0% | 15.9%
CC(C)C(OC(=O)c1ccco1)C(=O)NC1CCCC1 (stereo unspecified) | 4.5% | 15.1% | i | 16.4 | 5.1% | i | 0.7 | 7.4 | 52 | -0.1% | 5.9% | -6.6%
CCOC(=O)Cc1csc(Nc2ccc(Cl)cc2)n1 | -1.0% | 25.1% | i | 54.4 | 2.3% | i | 0.1 | -0.5 | 84 | -0.2% | -3.5% | -28.8%
CC(c1ccon1)N(C)C(=O)CCc1nnc(Cc2ccc(-c3ccccc3)cc2)o1 (stereo unspecified) | 4.1% | -38.4% | i | 47.2 | 3.6% | i | 0.3 | -0.1 | 49 | 0.6% | -13.9% | 8.0%
COCCn1nnnc1CN(CCc1ccc(OC)c(OC)c1)Cc1cc2ccc(C)cc2[nH]c1=O | 2.4% | -10.6% | i | 8.7 | 10.8% | i | 1.2 | -1.0 | 31 | -0.3% | 18.4% | -12.7%
CC1(C)C(C=C(Cl)Cl)C1C(=O)N(Cc1ccc(Cl)cc1)C1CCS(=O)(=O)C1 (stereo unspecified) | -5.0% | -43.3% | i | 44.8 | 6.2% | i | 0.5 | 13.9 | 41 | -0.2% | -1.8% | -17.4%
O=C(NCc1ccco1)/C(=C/c1cccc(C(F)(F)F)c1)c1nc2ccccc2[nH]1 | 10.4% | 19.0% | i | 24.3 | -1.7% | i | 1.4 | 0.1 | 36 | -0.2% | -7.3% | 58.2%

Next part, starting with the last 2 of the part before.
SMILES | GPR55 LPI antagonism | KOR beta-arrestin-1 | T cell HTS | T cell HTS vesicle-bound % | KOR beta-arrestin-2 | Myeloid diff 2 | Myeloid diff 2 GFP+ MAC1+ % | NTR1 agonist | NTR1 agonist cell count 20 µM | GPR55 beta-arrestin | NOD2 inhibition | NOD1 NF-kB reporter
CC1(C)C(C=C(Cl)Cl)C1C(=O)N(Cc1ccc(Cl)cc1)C1CCS(=O)(=O)C1 (stereo unspecified) | -5.0% | -43.3% | i | 44.8 | 6.2% | i | 0.5 | 13.9 | 41 | -0.2% | -1.8% | -17.4%
O=C(NCc1ccco1)/C(=C/c1cccc(C(F)(F)F)c1)c1nc2ccccc2[nH]1 | 10.4% | 19.0% | i | 24.3 | -1.7% | i | 1.4 | 0.1 | 36 | -0.2% | -7.3% | 58.2%
Cc1c(C(=O)N2CCOCC2)c(S(=O)(=O)Nc2cccc(Br)c2)c(C)n1C | 2.9% | -39.4% | i | 1.6 | 5.0% | i | 1.3 | 0.4 | 55 | 0.0% | 6.4% | -6.9%
O=C(O)/C=C\C(=O)Nc1cccc(NC(=O)c2ccccc2)c1 | 7.1% | -64.6%[20 µM] | i | 15.9 | 0.6% | i | 0.7 | 1.1 | 92 | -0.1% | 4.0% | 12.0%
Cc1ccc(Sc2nc3c(c(=O)[nH]c(=O)n3C)n2CCc2ccccc2)cc1 | -2.6% | -12.3% | i | 20.7 | -2.4% | i | 2.6 | 14.4 | 46 | -0.3% | 0.7% | 3.0%
Cc1cc(NC(=O)NN2CCOCC2)nn1-c1c(Cl)cc(Cl)cc1Cl | 4.9% | -8.4% | i | 25.4 | 3.3% | i | 0.6 | 0.3 | 44 | -0.2% | 19.2% | -8.7%
CC1(C)C(=O)Nc2ccccc2N1C(=O)CN1C(=O)NC(CCc2ccccc2)C1=O (stereo unspecified) | 2.0% | -28.6% | i | 39.7 | 2.8% | i | 0.4 | -0.2 | 85 | -0.3% | 6.7% | -38.6%
CC(C)CCOc1ccccc1C(N)=O | -2.0% | -56.0% | i | 48.1 | 5.0% | i | 0.4 | -0.6 | 91 | 0.1% | 16.5% | 4.5%
COc1cccc(CN2CCN(Cc3ccc4c(c3)OCCO4)CC2CCO)c1 (stereo unspecified) | 12.2% | -5.0%[20 µM] | i | 24.0 | 0.0% | i | 0.6 | -0.9 | 53 | 0.2% | 4.0% | -15.3%
CCCCn1cnc2c1c(=O)n(C)c(=O)n2C | -2.4% | -20.2% | i | 30.1 | 0.0% | i | 1.2 | 0.7 | 53 | 0.3% | -5.9% | -30.9%
COc1ccc(C(=O)NNC(=S)NC2CCCCC2)cc1OC | -1.3% | -6.1% | i | 23.5 | 11.2% | i | 2.1 | 1.8 | 67 | 0.2% | 11.0% | 11.2%
CCOC(=O)C1CCN(c2nnc(N3CCCC3=O)s2)CC1 | 7.6% | -34.1% | i | 15.7 | -0.5% | i | 0.8 | 0.2 | 50 | 0.0% | -16.8% | -32.2%
CC1CN(C(=O)/C=C/c2ccccc2Cl)CC(C)O1 (stereo unspecified) | 4.2% | 5.0% | i | 27.6 | 1.5% | i | 0.4 | -1.3 | 61 | -0.2% | -3.9% | -22.1%
COC(C(=O)Nc1ccc(F)cc1)c1ccccc1 (stereo unspecified) | 2.4% | 10.1% | i | 41.7 | -1.2% | i | 0.6 | 0.9 | 59 | -0.3% | -3.9% | -29.6%
CCOC(=O)c1c(-n2cccc2)sc2c1CCCC2=O | 1.8% | . | i | 38.8 | -1.2% | i | 0.3 | 0.4 | 37 | 0.1% | 19.5% | -18.2%
Cc1cccc(Cn2c(C)nc3ccc([N+](=O)[O-])cc3c2=O)c1 | -17.3% | -32.9% | i | 42.3 | 0.1% | i | 0.2 | -1.4 | 61 | -0.2% | -23.2% | -12.4%
Cc1coc2cc3oc(=O)c(CCC(=O)NCCCn4ccnc4)c(C)c3cc12 | -8.9% | -24.3%[20 µM] | i | 54.0 | -3.0% | i | 2.5 | -1.8 | 92 | -0.1% | 25.3% | -6.0%
COc1ccc(C2C(C(=O)NCC3CCCO3)CCC(=O)N2c2ccc3c(c2)OCO3)cc1 (stereo unspecified) | 11.0% | -1.8% | i | 55.4 | -2.4% | i | 1.3 | -1.2 | 45 | 0.3% | -16.3% | -10.0%
COc1ccc(SC[C@H](CC(C)C)N2CCN(CCc3ccccc3)CCC2=O)cc1 | 17.8% | 15.4% | i | 20.4 | 1.8% | i | 2.1 | 1.5 | 104 | . | -23.7% | -2.5%

Bioassay records deposited in PubChem BioAssay by several laboratories.

A portion of the library; count on the stated rates, not on these rows.
